Screening data: PubChem BioAssay, Broad Institute
FN deposition inh – fibronectin deposition inhibition; AH1F fibroblasts, Alexa488-fibronectin deposition fluorescence, overnight; inhibition, % at 12.6 µM; 350,000 compounds, 0.086% hits;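 active = mean inhibition across replicates of 30% or more, regardless of how many single replicates reach that level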;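 note: positive control wells lacked labelled fibronectin entirely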
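Material: AH1F fibroblasts assembling fluorescent fibronectin matrix; amount: 10000 AH1F cells/well; medium: DMEM, 2% serum; reagent: Alexa488-fibronectin, 24 nM final in well; dosing: single compound dose, delivered by pin transfer; incubation: 1 h adhesion, overnight exposure; detection: fluorescence after three HBSS washes, excitation 485 nm, emission 525 nm; measure: fibronectin deposition inhibition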
PGC1a acetyl inh – modulators of PGC1a acetylation. AID 651687. U2OS PGC1a acetylation, AlphaScreen anti-acetyl-lysine; with virally co-expressed GCN5 acetyltransferase. 350,000 compounds, 0.17% hits. inhibition, % at 15.6 µM;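 active = every replicate shows inhibition of at least 40%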;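 note: 0% = neutral control wells and 100% = positive control wells; some results beyond the cut were filed as inactive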
Cneo AK release – causes C. neoformans cell lysis; lysis activity, % at 15 µM; adenylate kinase release luminescence, 4 h; normalised: neutral wells 0, clomiphene wells 100; 360,000 compounds, 0.2% hits; AID 651654;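 active = mean lysis activity across replicates of at least 80%, whatever share of replicates individually reach that level; inactive = mean lysis activity below 80%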
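Material: C. neoformans cells; Schedule: 4 h static compound exposure, 37 °C, read 1 h post-reagent; Measured by: adenylate kinase release luminescence; Read-out: signal increase indicating cell lysis; Controls: Clomiphene as positive lysis control.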
miR-122 sensor – miR-122 inhibition in Huh7 cells; Huh7 miR-122 Renilla luciferase sensor, 48 h; neutral wells = 0, positive control = 100; activation (reporter increase), % at 12.5 µM; 340,000 compounds, 0.3% hits; AID 602342;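 active = mean replicate activation score at least 90 and every replicate individually at or above 90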;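 note: higher luciferase means less miR-122 activity so hits act as miR-122 inhibitors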
C2C12 statin – protects C2C12 myotubes from simvastatin toxicity; AID 602340; 330,000 compounds, 0.78% hits; rescue of ATP level, % at 7.49 µM; ATP luminescence, 48 h; scaled: DMSO 0, geranylgeraniol control 100;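 active = mean ATP rescue above about 67%, or every replicate alone reaching that limit, limit read from the data, passing the limit was not always enough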;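 note: myotubes were challenged with 10 µM simvastatin during compound exposure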
PglD DTNB – blocks C. jejuni PglD acetyltransferase activity. AID 602405. 360,000 compounds, 0.098% hits. purified PglD enzyme, DTNB colorimetric CoA detection. inhibition, % at 12.5 µM; in the data active = inhibition above about 16%, passing the limit was not always enough; note: strong numbers were not always called active
INS-1E GSIS act – GLuc luminescence reporter in INS-1E cells, primary screen for activators of glucose-dependent secretion of insulin; AID 743287; 370,000 compounds, 0.61% hits; INS-1E GLuc reporter insulin secretion, 2-3 h; activation, % at 16.6 µM;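 active = lowest replicate activation of at least 40%, so every replicate reaches that level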;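 note: 0% = median of neutral control wells and 100% = median of IBMX positive control wells; some compounds called inactive have numbers as strong as hits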
F508del corr – correctors of CFTR F508del function in bronchial epithelial cells. CFBE cells, YFP halide quenching; stimulated with forskolin plus potentiator P3; % fluorescence drop versus neutral controls. activity (quench increase), % at 7.58 µM. 350,000 compounds, 0.36% hits. AID 720511;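 active = mean added fluorescence quench of at least 8% versus neutral control, with both replicates also reaching 8%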;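 note: cells transiently co-express mutant CFTR-F508del with the halide-sensitive YFP; corrector assay measuring rescue of mutant channel to the surface after 24 h compound exposure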
The depositor's hits bear a star; . = not tested or not shown; [ ] = another dose, or the depositor's remark.

1. O=C(C[C@H]1CC[C@H]2[C@@H](COC[C@H](O)CN2S(=O)(=O)c2ccc(F)cc2)O1)NCC1CC1
2. CN1C(=S)SC(/[N+]([O-])=C/c2ccc(Cl)cc2)C1(C)C (stereo unspecified)
3. Cc1cc(Cl)cc(Br)c1OCCCN1C(=O)NC(C)(C)C1=O
4. COc1ccc(C2=Nn3c(nnc3-c3ccncc3)SC2)cc1OC
5. C[C@H](CO)N1C[C@H](C)[C@H](CN(C)Cc2ccc(Cl)c(Cl)c2)Oc2ccc(NC(=O)CCC(F)(F)F)cc2C1=O
6. O=C(C[C@H]1C[C@H]2c3cc(NC(=O)NC4CCCCC4)ccc3O[C@H]2[C@H](CO)O1)NCc1cccnc1
7. COc1ccc(S(=O)(=O)Nc2ccc3c(c2)C(=O)N([C@H](C)CO)C[C@@H](C)[C@H](CN(C)CC2CC2)O3)cc1
8. C[C@]12c3[nH]c4ccc(Cl)cc4c3CCN1C(=O)[C@@H](CC(=O)NCCC1=CCCCC1)C[C@@H]2C(=O)N1CCCCC1
9. COc1ccc(C(=O)C(OC(=O)CNC(=O)c2ccco2)c2ccccc2)cc1 (stereo unspecified)
10. COC(=O)c1cc(-c2cccc(OC)c2)n[nH]1

assay / compound	1	2	3	4	5	6	7	8	9	10
FN deposition inh	-7	-3	.	-1	.	.	-7	-2	4	0
PGC1a acetyl inh	-2	10	.	23	-5	-3	7	-10	-27	0
Cneo AK release	1	1	1	2	1	0	1	33	1	-3
miR-122 sensor	-3[16.7 µM]	.	-5	-5	6[16.7 µM]	-9[16.7 µM]	41[16.7 µM]	-6	3	0
C2C12 statin	14	.	0	0	-20	-1	-10	-7	3	-9
PglD DTNB	1	4	-3	5	1	2	0	1	.	0
INS-1E GSIS act	-3	21	.	85*	-35	12	-4	-27	-10	.
F508del corr	0.5	-1.1	.	.	0.7	-4.0	3.2	-1.2	.	.

Entries of single compounds, looked up by structure.
Listed for COc1ccc(C2=Nn3c(nnc3-c3ccncc3)SC2)cc1OC → FN deposition inh: -1; PGC1a acetyl inh: 23; Cneo AK release: 2; miR-122 sensor: -5; C2C12 statin: 0; PglD DTNB: 5; INS-1E GSIS act: 85*; F508del corr: .
Listed for COc1ccc(C(=O)C(OC(=O)CNC(=O)c2ccco2)c2ccccc2)cc1 (stereo unspecified) → FN deposition inh: 4; PGC1a acetyl inh: -27; Cneo AK release: 1; miR-122 sensor: 3; C2C12 statin: 3; PglD DTNB: .; INS-1E GSIS act: -10; F508del corr: .
Listed for O=C(C[C@H]1C[C@H]2c3cc(NC(=O)NC4CCCCC4)ccc3O[C@H]2[C@H](CO)O1)NCc1cccnc1 → FN deposition inh: .; PGC1a acetyl inh: -3; Cneo AK release: 0; miR-122 sensor: -9[16.7 µM]; C2C12 statin: -1; PglD DTNB: 2; INS-1E GSIS act: 12; F508del corr: -4.0

Next section:
11. CC(=O)c1c(-c2ccc(Cl)cc2)c2ccccc2[nH]c1=O
12. Cc1ccc(S(=O)(=O)c2nnn(-c3cccc(F)c3)c2N)cc1
13. O=C(O)C1Cc2ccccc2CN1C(=O)COc1ccc(Cl)cc1Cl (stereo unspecified)
14. CNS(=O)(=O)c1cn(CC(=O)NCc2cccc(OC)c2)cc1S(=O)(=O)NC
15. COc1cc(OC)c(-c2nn3c(-c4ccco4)nnc3s2)cc1OC
16. Cc1ccc(CN(C)C(=O)c2cccc(S(=O)(=O)N3CCN(c4ccccc4)CC3)c2)cc1
17. Cc1ccc(C(=O)C2C(=O)c3ccccc3C2=O)cc1
18. C=CCOc1cccc(C2C(C(=O)c3ccc(C)o3)=C(O)C(=O)N2c2nccs2)c1 (stereo unspecified)
19. C[C@H]1CN([C@@H](C)CO)S(=O)(=O)c2ccc(C#Cc3ccccc3)cc2O[C@@H]1CN(C)S(C)(=O)=O
20. CCCN1CCN(C(=O)C2CCN(S(=O)(=O)c3c(C)noc3/C=C/c3ccc(C)cc3)CC2)CC1

assay / compound	11	12	13	14	15	16	17	18	19	20
FN deposition inh	7	-5	-22	-6	.	7	.	4	.	15
PGC1a acetyl inh	8	9	9	-6	-13	-1	1	-8	-1	-12
Cneo AK release	1	3	.	0	-3	4	2	-1	-2	0
miR-122 sensor	6	5	.	-5	0	-3	.	0	17[16.7 µM]	-7
C2C12 statin	13	-2	.	2	-3	-17	3	-3	-21	-40
PglD DTNB	0	-4	.	1	.	-5	1	-1	0	-3
INS-1E GSIS act	1	-22	6	-12	.	-81	.	.	-27	5
F508del corr	2.4	-2.6	0.6	-0.9	.	-1.6	.	.	0.7	-1.2

21. C[C@@H](NC(=O)[C@H]1[C@H](CO)[C@H]2Cn3c(cccc3=O)[C@H]2N1Cc1cccnc1)c1ccccc1
22. CCOC(=O)CN(C(=O)CNC(=O)c1ccco1)C(C(=O)NC1CCCCC1)c1cccnc1 (stereo unspecified)
23. CC(C)(C)c1nnc(NC(=O)Cc2ccc(Br)cc2)s1
24. C[C@H](NC(=O)C[C@H]1C[C@@H]2c3cc(NC(=O)c4cccnc4)ccc3O[C@@H]2[C@@H](CO)O1)c1ccccc1
25. COc1ccc(NC(=O)Nc2ccc3c(c2)C(=O)N([C@@H](C)CO)C[C@H](C)[C@H](CN(C)Cc2ccc(C(=O)O)cc2)OCCCC[C@H](C)O3)cc1
26. Cc1oc2ccc(OCc3ccc(F)cc3)cc2c1C(=O)O
27. CCN(CC)S(=O)(=O)c1ccc2c(c1)N(CC(=O)NCc1ccccn1)C(=O)CO2
28. NC(=O)CC(NC(=O)Cc1ccc(Br)cc1)c1ccc(NCCc2cccc(F)c2)c([N+](=O)[O-])c1 (stereo unspecified)
29. CS(=O)(=O)N(CC(=O)NCC1CCCO1)c1ccc(Cl)c(Cl)c1 (stereo unspecified)
30. Cc1ccc2c(CSc3nc4ccccc4c(=O)n3CCCO)cc(=O)oc2c1C

assay / compound	21	22	23	24	25	26	27	28	29	30
FN deposition inh	.	3	1	.	.	7	-4	-8	.	.
PGC1a acetyl inh	.	11	-3	-5	12	2	0	.	2	-9
Cneo AK release	4	7	5	1	54	3	1	8	3	1
miR-122 sensor	.	-4	1	3[16.7 µM]	-11[16.7 µM]	-2	1	5	2	-4
C2C12 statin	7	14	-7	2	.	-10	.	3	8	-7
PglD DTNB	3	1	3	3	5	3	-1	1	-2	-2
INS-1E GSIS act	10	21	0	-6	6	.	6	6	15	.
F508del corr	.	0.3	.	1.4	-0.7	.	-1.3	-0.1	-1.4	.

Three entries from above, arranged by count of non-hydrogen atoms, low to high:
2. CN1C(=S)SC(/[N+]([O-])=C/c2ccc(Cl)cc2)C1(C)C (stereo unspecified)
27. CCN(CC)S(=O)(=O)c1ccc2c(c1)N(CC(=O)NCc1ccccn1)C(=O)CO2
5. C[C@H](CO)N1C[C@H](C)[C@H](CN(C)Cc2ccc(Cl)c(Cl)c2)Oc2ccc(NC(=O)CCC(F)(F)F)cc2C1=O

assay / compound	2	27	5
FN deposition inh	-3	-4	.
PGC1a acetyl inh	10	0	-5
Cneo AK release	1	1	1
miR-122 sensor	.	1	6[16.7 µM]
C2C12 statin	.	.	-20
PglD DTNB	4	-1	1
INS-1E GSIS act	21	6	-35
F508del corr	-1.1	-1.3	0.7

(cont.)
31. C[C@H]1CN([C@@H](C)CO)C(=O)Cc2cc(NC(=O)Cc3cn(C)c4ccccc34)ccc2O[C@H]1CN(C)Cc1ccc(-c2ccccc2)cc1
32. COc1ccc(C(c2nnnn2C(C)(C)C)N2CCN(C)CC2)cc1OC (stereo unspecified)
33. O=C(CN1C(=O)NC2(CCCC2)C1=O)Nc1cc(Cl)ccc1N1CCCCC1
34. CSc1ccccc1NC(=O)Nc1ccccc1
35. CN(C)C(=O)c1cccc(-c2ccc3c(c2)[C@H]2[C@H](CCN2C(=O)C2CCCC2)[C@@H](CO)N3)c1
36. CC(=O)c1cccc(N(C(=O)c2ccco2)C(C(=O)NC2CCCC2)c2ccncc2)c1 (stereo unspecified)
37. C[C@@H]1CN([C@H](C)CO)C(=O)c2cc(NC(=O)C3CC3)ccc2O[C@@H]1CN(C)C(=O)Nc1ccccc1
38. CCCCNC(=O)C(C#N)c1nc2ccccc2nc1N1CCN(c2ccccc2F)CC1 (stereo unspecified)
39. Cc1nnc(NC(=O)c2oc3ccccc3c2C)s1
40. CCOC(=O)Cc1csc(NS(=O)(=O)Cc2ccccc2)n1

assay / compound	31	32	33	34	35	36	37	38	39	40
FN deposition inh	.	.	1	.	11	.	.	.	8	1
PGC1a acetyl inh	-3	-1	.	-30	-19	2	.	.	-15	-6
Cneo AK release	.	2	1	-1	.	2	-50	4	0	3
miR-122 sensor	0[16.7 µM]	-2	-8	20	.	-8	1[16.7 µM]	2	15	-4
C2C12 statin	9	-4	.	13	.	2	11	-6	.	-10
PglD DTNB	.	-1	4	-7	.	-2	-1	4	2	-1
INS-1E GSIS act	18	.	-12	-28	1	.	17	.	5	.
F508del corr	1.4	.	4.4	-1.3	-0.4	.	1.7	.	3.4	.

41. COc1ccc(NC(=O)C2CCCN2S(=O)(=O)c2cccs2)c([N+](=O)[O-])c1 (stereo unspecified)
42. COCCN(C(=S)Nc1ccc(C(C)C)cc1)C(C)c1cccs1 (stereo unspecified)
43. COc1ccc(-c2nc(C)ncc2N=Nc2ccccc2)cc1
44. O=C(C[C@H]1C[C@H]2c3cc(NC(=O)Nc4ccccc4)ccc3O[C@H]2[C@@H](CO)O1)NC1CCCC1
45. COc1cc(NC(=O)COC(=O)c2cnc(C)cn2)c(C)cc1[N+](=O)[O-]
46. CC(=O)c1ccc(-c2ccc(C(=O)NC3CC(C)(C)NC(C)(C)C3)o2)cc1

assay / compound	41	42	43	44	45	46
FN deposition inh	7	1	.	-5	-6	8
PGC1a acetyl inh	.	-9	6	4	5	.
Cneo AK release	-1	1	1	-4	-2	2
miR-122 sensor	-5	1	1	0[16.7 µM]	-3	.
C2C12 statin	3	-13	2	13	2	1
PglD DTNB	-1	-5	-9	0	4	-4
INS-1E GSIS act	8	.	.	-4	-4	3
F508del corr	-0.5	-2.1	.	2.4	1.1	6.4
